Tau fluor cs: counter-screen for tau fibril formation inhibitors. actives 0.93% (n = 280,000). Potency, µM (top dose mostly 57.7 µM), for inactives: top-dose activity change, negative = decrease. tau K18 P301L Alexa594 fluorescence, heparin fibrillization; note: % is set by controls: 0 for no effect and ±100 for the full control effect; nearly all actives have a fitted effect of over 55% in size
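Human tau K18 P301L (15 uM unlabeled, 0.24 uM Alexa 594-labeled) in 100 mM sodium acetate pH 7 with 20 uM heparin, 6 hr at 37 C. ThT 30 uM added, 1 hr ambient; Alexa 594 FP and total fluorescence read at 555/632 nm.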
JMJD2E inh: JMJD2E (human) inhibition; B2RXH2; JMJD2E catalytic domain, FDH-coupled NADH fluorescence (FDH is formaldehyde dehydrogenase); Potency, µM (top dose mostly 57.1 µM), for the others: top-dose activity change, negative = inhibition, actives largely listed as inhibitors; actives 1.6% (n = 230,000); AID 2147; active = well fitted inhibition curve with a large enough effect, not every such curve was filed as active; inconclusive = small, poorly fitted or top-dose-only effect, or another doubt; inactive = no such curve, though single readings can be large or run the other way;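 note: 0% = wells with enzyme and -100% = buffer wells without enzyme; nearly all actives have a fitted effect of over 50% in size; many of its hits are not listed in these tables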
Target sequence (B2RXH2 1-337 limits assumed): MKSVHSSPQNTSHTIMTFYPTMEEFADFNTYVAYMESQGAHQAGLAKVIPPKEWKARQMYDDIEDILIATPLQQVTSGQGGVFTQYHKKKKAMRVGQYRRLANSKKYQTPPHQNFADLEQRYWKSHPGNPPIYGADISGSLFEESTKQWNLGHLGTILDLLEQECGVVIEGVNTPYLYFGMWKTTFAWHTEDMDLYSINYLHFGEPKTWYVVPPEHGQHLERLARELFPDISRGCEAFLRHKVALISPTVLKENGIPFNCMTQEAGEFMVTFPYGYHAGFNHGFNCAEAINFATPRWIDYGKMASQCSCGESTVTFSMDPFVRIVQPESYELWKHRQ
ALDH1A1 block: inhibitors of human aldehyde dehydrogenase 1A1. P00352. AID 1030. actives 7.3% (n = 220,000). Purified ALDH1A1, NADH fluorescence, propionaldehyde substrate. Potency, µM (series often up to 75.3 µM), without a hit: top-dose activity, negative = inhibition, actives largely listed as inhibitors; active = well fitted inhibition curve with a large enough effect, not every such curve was filed as active; inconclusive = small, poorly fitted or top-dose-only effect, or another doubt; inactive = no such curve, though single readings can be large or run the other way;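 note: plate controls were no enzyme wells and a reference inhibitor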
Target sequence (P00352 whole entry, looked up): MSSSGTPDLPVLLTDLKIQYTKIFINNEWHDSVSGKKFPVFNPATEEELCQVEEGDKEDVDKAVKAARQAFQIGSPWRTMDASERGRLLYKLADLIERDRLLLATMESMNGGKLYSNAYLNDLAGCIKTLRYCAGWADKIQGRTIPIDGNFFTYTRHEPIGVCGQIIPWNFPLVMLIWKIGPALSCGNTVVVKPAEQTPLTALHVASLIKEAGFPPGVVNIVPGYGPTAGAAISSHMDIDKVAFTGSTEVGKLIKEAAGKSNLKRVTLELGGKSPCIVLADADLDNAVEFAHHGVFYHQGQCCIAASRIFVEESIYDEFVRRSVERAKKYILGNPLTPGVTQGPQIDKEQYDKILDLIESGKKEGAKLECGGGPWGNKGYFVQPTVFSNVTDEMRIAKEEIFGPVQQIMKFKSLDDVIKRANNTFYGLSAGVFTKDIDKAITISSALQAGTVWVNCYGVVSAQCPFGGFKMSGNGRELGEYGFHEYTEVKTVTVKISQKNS
Tau fibril FP: tau fibrillization inhibition (FP); Potency, µM (highest dose often 57.7 µM), for inactives: top-dose activity, negative = inhibition, usual class: inhibitors; actives 0.39% (n = 280,000); K18 P301L tau heparin fibrillization, Alexa594 FP, 6 h; note: % is set by controls: 0 for no effect and ±100 for the full control effect; nearly all actives have a fitted effect of over 55% in size
Target sequence (P10636 561-689 P618L limits assumed): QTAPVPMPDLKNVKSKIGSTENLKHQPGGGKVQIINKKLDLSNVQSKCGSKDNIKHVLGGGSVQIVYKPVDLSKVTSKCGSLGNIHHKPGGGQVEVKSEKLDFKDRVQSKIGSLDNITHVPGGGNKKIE
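Read-out: fluorescence polarization of Alexa 594-labeled tau (0.24 uM), 555 nm excitation, 632 nm emission. Mixtures held 15 uM unlabeled K18 P301L, compound and 20 uM heparin, pH 7 acetate buffer, incubated 6 hr at 37 C.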
HttQ103 aggreg: mutant huntingtin aggregation inhibition | actives 1.1% (n = 220,000) | PC12 HttQ103-GFP aggregates, Acumen cytometry, 40 h | AID 1688 | Potency, µM (doses to about 46.1 µM), inactives show top-dose activity change, negative = inhibition, most hits filed as inhibitors; note: % is set by controls: 0 for no effect and ±100 for the full control effect; nearly all actives have a fitted effect of over 60% in size
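PC12 cells with ecdysone-inducible HTT exon1 Q103-GFP, induced by 100 nM tebufenozide, given compounds in a concentration series. GFP aggregates (1–25 um, 6 SD above background) counted in lysates by laser-scanning cytometry, 488 nm excitation.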
HTT ATP protect: protects HTT-Q103 PC12 cells, measured by ATP; AID 1471; Potency, µM (series often up to 56.4 µM), without a hit: cytoprotection (ATP increase), actives largely listed as activators; PC12 HTT-Q103 induced, cytoprotection, ATP luminescence, 40 h; actives 0.14% (n = 230,000);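 note: % of control where 0% means no effect; nearly all actives have a fitted effect of over 45% in size; toxic huntingtin expression switched on by the ecdysone agonist tebufenozide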
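Readout: ATPlite luminescence (ATP level). Model: stable PC12, inducible Htt exon1 Q103-GFP. Inducer: tebufenozide, 100 nM final. Compounds: dose series. No G418 in medium.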
Tau fibril ThT: inhibitors of human tau fibril formation, thioflavin T binding | P10636 | recombinant tau K18 P301L (four-repeat tau fragment), heparin-induced fibrillization, ThT fluorescence | Potency, µM (titrated, usually from 57.4 µM), for the others: at the highest dose activity, negative = inhibition, usual class: inhibitors | actives 2.1% (n = 270,000); note: % is set by controls: 0 for no effect and ±100 for the full control effect; nearly all actives have a fitted effect of over 55% in size
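In this qHTS, human K18 P301L tau is incubated with compound and heparin for 6 hr at 37 C, and Thioflavin T fluorescence then reports fibril load.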
SMN2 splice up: enhancers of SMN2 splice variant expression | HEK293 SMN2-luciferase splicing reporter, luminescence, 30-36 h | Potency, µM (doses to about 46.1 µM), inactives show at the highest dose activity change, positive = activation, actives largely listed as activators | actives 2.8% (n = 210,000) | AID 1458; note: % of control where 0% means no effect; nearly all actives have a fitted effect of over 55% in size
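qHTS luciferase splicing reporter: luminescence rises when SMN2 exon 7 is included in transfected HEK293 cells. Compound exposure lasted 30-36 h at 37C, with 4.5 mM final sodium butyrate as control, followed by a ONE-Glo read.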
The depositor's hits bear a star; ? = inconclusive; · = not tested or not shown; & = joins results of further samples; [ ] = remark or other dose. Unless noted, calls come from the whole dose curve; as a rule, active = well fitted curve in the direction sought with a large enough effect; inconclusive = small, poorly fitted or top-dose-only effect, or another doubt; inactive = no such curve, though single readings can be large; an effect the other way counts as inactive or inconclusive. Potency is the fitted concentration of half-maximal effect. The list is partial; the hit share may differ from the screen's.

SMILES	Tau fluor cs	JMJD2E inh	ALDH1A1 block	Tau fibril FP	HttQ103 aggreg	HTT ATP protect	Tau fibril ThT	SMN2 splice up
C/C=C\C=C\C(=O)Nc1cccc(C2=NOC3(C2)C[C@@H](C(N)=O)N(C(=O)C(c2ccccc2)c2ccccc2)C3)c1 (stereo not given in full)	-16%	-6%	·	-10%	-14%[9.22 µM]	-2%[10 µM]	?	·
O=C(Cn1cccc1C(=O)c1ccccc1)NCc1ccccn1	2%	-1%	15%	3%	-6%	0%[10 µM]	-5%	4%
O=[N+]([O-])c1ccc(O)c(/C=N/Nc2ccc(Cl)nn2)c1	-13%	5.6µM*	?	-3%	?	-70%[inhibitor]	?	-66%[inhibitor]
C/C(N)=C(/C#N)C(=O)COC(=O)[C@@H](NC(=O)c1ccccc1Cl)C(C)C	6%	4%	6%	1%	25%	-14%[10 µM]	7%	2%
CC12CN3CC(c4ccccc4)(CN(C1)C3c1ccc(O)cc1)C2=O (stereo not given)	6%	·	·	8%	·	·	?	8%
CN1/C(=C/C2CC(=O)N(c3ccc([N+](=O)[O-])cc3)C2=O)C(C)(C)c2ccccc21 (stereo not given)	?	-13%	11µM*	-1%	3%	-23%	14µM*	1%
Cn1c(-c2ccccc2)c(C=O)c2ccccc21	-9%	-33%	?	1%	12%[9.22 µM]	12%[10 µM]	-8%	·
Cn1c(=O)oc2cc(S(=O)(=O)N3CCCC(C(=O)N4CCN(c5cccc(Cl)c5)CC4)C3)ccc21 (stereo not given)	-20%	·	·	-2%	·	·	-5%	-20%
COc1ccccc1NC(=O)c1ccc2nc(N3C(=O)CCC3=O)sc2c1	-8%	-3%	?	-9%	2%	-39%	-7%	-6%
O=C(CO/N=C/c1ccccc1OC(F)F)NCc1cccs1	-5%	4%	8%	6%	-2%	6%[10 µM]	-3%	-9%
Cn1cccc1C(=O)OCC(=O)NC1CCS(=O)(=O)C1 (stereo not given)	-1%	-1%	3%	1%	-3%	-14%	-7%	9%
Cn1cc(Br)c(C(=O)NNC(=O)c2cccc(Br)c2)n1	5%	10%	15%	12%	13%	-10%	4%	3%
N/C(=N\OC(=O)c1ccc(Cl)cc1Cl)c1ccncc1	-5%	14%	·	5%	14%[9.22 µM]	16%[10 µM]	-6%	·
Cc1ccnc(N/C=C(/NC(=O)c2ccccc2)C(=O)N/N=C\c2ccc(Cl)cc2)n1	?	-29%	·	0%	-1%[9.22 µM]	27%[10 µM]	·	·
CCCc1nnc(SCC(=O)N2CCCC2)n1Cc1ccco1	0%	-8%	?	2%	·	·	4%	12%
C/C(=N\NC(=S)Nc1ccccc1C)c1cc2ccccc2o1	?	-7%	·	4%	6%[9.22 µM]	17%[10 µM]	?	·
CCOC(=O)c1c(C)c(C(=O)Nc2ccccc2)c(C)n1CC	-6%	-2%	0%	8%	-1%	-6%[10 µM]	-8%	35%
COc1ccc(CCNC(=O)CCn2c(=O)c3ccccc3n(CC(=O)Nc3ccc(C)cc3C)c2=O)cc1OC	-19%	·	·	?	·	·	-19%	13%
NC(=O)c1ccc(Oc2ncc(C(F)(F)F)cc2Cl)cc1	-1%	4%	12%	-4%	-3%	24%[10 µM]	6%	3%
COc1cccc(-c2nc3ccccc3c(=O)n2NC(=O)c2cccnc2Cl)c1	2%	8%	4%	-4%	6%	4%[10 µM]	0%	13%
COc1ccc(N(CC(=O)Nc2ccc3c(c2)OCCO3)S(=O)(=O)c2c(C)nn(C)c2C)cc1	-12%	5%	?	-6%	2%	-20%	-4%	-5%
CCNc1nc(Oc2ccc(Cl)cc2Cl)cc(C(F)(F)F)n1	-14%	7%	-3%	-6%	?	-24%[10 µM]	-10%	-16%
CCOCCn1c(CN2CCN(CC)CC2)nc2c1c(=O)n(C)c(=O)n2C	-7%	-10%	17%	-2%	-9%	·	-7%	4%
COc1ccc(N(C)S(=O)(=O)c2c(C)[nH]c(=O)[nH]c2=O)cc1	-2%	-2%	-3%	-3%	5%	8%	1%	-8%
CC1=NN(C(=O)c2cccc(Cn3nc(C)c([N+](=O)[O-])c3C)c2)C(O)(C(F)(F)F)C1 (stereo not given)	-5%	-5%	-10%	6%	-22%	?	0%	-4%
COc1ccc2cc(/C(C)=N/NC(=O)C3CC3)ccc2c1	0%	?	?	-1%	0%	-6%[10 µM]	-15%	16µM*
COc1cc(O)c(C(CC(=O)N2CCOCC2)c2cc(OC)c(OC)c(OC)c2)c(OC)c1 (stereo not given)	-16%	7%	·	-1%	-8%[9.22 µM]	1%[10 µM]	-14%	·
Cc1ccccc1NC(=O)c1ccccc1	-1%	4%	-5%	-4%	2%	0%[1.9 µM]	-5%	18%
Cn1c(=N)n(CC(=O)c2cccs2)c2ccccc21	-14%	-1%	-3%	4%	-1%	-32%	?	?
Cc1cc(C)c(NC(=O)C2=CCN(S(=O)(=O)c3ccc(F)cc3)CC2)c(C)c1	-15%	-6%	2%	-1%	-17%	·	-15%	-10%

Two compounds from above, showing only Tau fibril ThT and Tau fluor cs.
Compound	Tau fibril ThT	Tau fluor cs
Cn1c(=N)n(CC(=O)c2cccs2)c2ccccc21	?	-14%
Cc1cc(C)c(NC(=O)C2=CCN(S(=O)(=O)c3ccc(F)cc3)CC2)c(C)c1	-15%	-15%

Carrying on.
SMILES	Tau fluor cs	JMJD2E inh	ALDH1A1 block	Tau fibril FP	HttQ103 aggreg	HTT ATP protect	Tau fibril ThT	SMN2 splice up
Cc1cccc(NS(=O)(=O)c2cc([N+](=O)[O-])ccc2C)n1	1%	1%	6%	-5%	2%	-21%	7%	?
Cc1ccc(CNC(=O)c2oc3ccc(S(=O)(=O)N4CCCC(C)C4)cc3c2C)cc1 (stereo not given)	-26%	·	·	-9%	·	·	-12%	-30%
COCCCNC(=O)CSc1nc2cc3c(cc2c(=O)n1CCCC(=O)NCc1ccc(OC)cc1)OCO3	-25%&-2%	-9%	-1%	-21%&0%	8%	-12%	?	-10%
COc1ccc(CC(=O)Nc2ccc(-c3ccc4nnc(C)n4n3)cc2)cc1OC	-6%	?	2%	2%	31%	-62%	9%	18µM*
C/C(=N/N=C1\SCC(=O)N1c1ccccc1)c1ccc(C)cc1	-8%	13%	70%[activator]	-1%	2%[9.22 µM]	1%[10 µM]	-14%	·
CCn1c(=O)c2c3c(sc2n(C)c1=O)CCC3	-5%	0%	?	2%	-8%	-14%[0.074 µM]	-7%	-5%
COC(=O)c1ccc(COc2cccc(C)c2C)cc1	-8%	-6%	6%	-3%	4%	-20%	?	22%
COc1ccccc1NCC(=O)N/N=C(\C)c1ccc(Br)s1	-23%	5%	-14%	3%	3%	23%[10 µM]	-10%	8%
COc1ccc(-c2nc3n(c(=O)c2C#N)CCS3)cc1	-4%	7%	2%	3%	-11%	·	-1%	-14%
CCc1nnc2c(N(C)C)nc3ccccc3n12	-2%	11%	4%	-1%	0%	·	-4%	18%
Cc1sc(NC(=O)c2ccccc2)c(C(c2ccccn2)N2CCN(CCO)CC2)c1C (stereo not given)	4%	-5%	17%	-2%	-6%	-25%[10 µM]	8%	·
Cn1c(N2CCC(C(N)=O)CC2)nc2c1c(=O)n(Cc1cccc(Br)c1)c(=O)n2C	-16%	3%	3%	0%	7%	-16%[0.074 µM]	-11%	5%
Cc1ccc(CNC(=O)CCS(=O)(=O)c2ccc(Br)cc2)cc1	-11%	11µM*	-9%	2%	11%	-39%[inhibitor]	-5%	-25%
COc1ccc(Cc2nnc(NC(=O)c3ccc(OC)c(OC)c3)s2)cc1OC	-16%	-16%	-1%	-7%	-3%	-28%	-11%	-29%
C/C(=N\NC(=O)c1ccc(NS(=O)(=O)c2cccs2)cc1)c1ccc(O)cc1O	?	13µM*	?	8%	-15%[9.22 µM]	6%[10 µM]	?	·
Cc1ccc(S(=O)(=O)N(C)CC(=O)N2CCN(C(=O)c3ccco3)CC2)cc1	4%	4%	?	3%	11%	17%	-9%	-2%
COc1ccc(Cc2nc(-c3ccncc3)no2)cc1	-9%	?	1%	-10%	0%[9.22 µM]	16%[10 µM]	-6%	·
CC1SC(C)C(=O)N(CC(=O)NCc2ccc(F)cc2)C1=O (stereo not given)	0%	-3%	4%	5%	0%	0%[10 µM]	0%	17%
Cc1ccc(C)c(N2CC(C(=O)O)CC2=O)c1 (stereo not given)	-6%	-6%	7%	7%	13%[9.22 µM]	-5%[10 µM]	-8%	·
O=C(Nc1ccc(F)cc1)C1CCCCC1	-1%	-3%	0%	-2%	-10%	5%[10 µM]	1%	-12%
Cn1cc(C(=O)c2cccc(Cl)c2Cl)cc1C#N	-7%	-1%	10%	-2%	?	-20%	2%	-7%
CCc1ccc(S(=O)(=O)Nc2ccc(N3CCN(C)CC3)cc2)cc1	-11%	5%	?	10%	9%[9.22 µM]	24%[10 µM]	-10%	·
CCCOc1ccc(C(=O)N/N=C/c2ccc(-c3ccc(S(=O)(=O)Nc4ncccn4)cc3)o2)cc1	-14%	?	?	3%	0%[9.22 µM]	0%	?	-4%
O=C1CCC(CCC(=O)N2CCCC(C(=O)c3ccc4c5c(cccc35)CC4)C2)=NN1 (stereo not given)	0%	?	?	-12%	-7%[9.22 µM]	17%[10 µM]	3%	·
CCOC(=O)c1ccc(NC(=O)CSc2nc(C)cc(=O)[nH]2)cc1	-20%	-1%	-3%	-1%	7%	-18%	?	-19%
COC(=O)c1cc(OC)c(OC)cc1NC(=O)Nc1cccc(C(C)=O)c1	5%	-6%	-8%	1%	·	·	5%	-9%
COc1cc(/C=N/NC(=O)C(C)Nc2n[nH]c(=O)[nH]c2=O)cc(OC)c1O (stereo not given)	-3%	-25%	-3%	-4%	1%	9%[10 µM]	-6%	3%
O=S(=O)(Nc1nc2ccc(S(=O)(=O)N3CCCCC3)cc2s1)c1ccccc1	-6%	3%	0.35µM*	1%	7%	-3%	-1%	·
Cc1nc2sc(C(c3ccco3)N3CCOCC3)c(O)n2n1 (stereo not given)	-5%	?	?	-15%	-1%	-5%[10 µM]	?	-9%
O=c1cc(CN2CCN(c3cccc(Cl)c3)CC2)c2cc(O)c(-c3ccccc3)cc2o1	-25%	-21%	?	-9%	2%	-14%[10 µM]	-15%	6%

Screening data (PubChem)
